Screening data from PubChem.
Rac1 GTP hydrolysis: MgcRacGAP GTPase-activating activity inhibitors, confirmation, biochemical, ADP Hunter fluorescence; MgcRacGAP-stimulated Rac1 GTP hydrolysis, ADP Hunter fluorescence; higher % means a stronger effect; GST-tagged Rac1 F28L mutant substrate; one-dose inhibition, % at 30 µM; IC50 in µM for titrated hits; actives 0.6% (n = 340,000);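 active = first-screen hits whose inhibition reached a set limit at any dose in the follow-up dose series; inconclusive = inhibition above the set first-screen limit but never retested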;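 note: fluorescence reports GDP produced by GAP-driven GTP hydrolysis; strong numbers were not always called active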
AID2073: inhibitors of Mint1-CaV2.2 protein interaction, biochemical, HTRF (AID 2073). HTRF protein-protein interaction, Mint1-CaV2.2; higher % means a stronger effect. inhibition, % at 20 µM, or IC50 in µM where a hit was titrated. actives 0.19% (n = 290,000); in the data active = inhibition mostly above about 51%, no sharp cut-off; inconclusive = no clear call, values can overlap the other calls; inactive = mostly below about 53%; note: some results filed as inactive read as strong as hits
Siah-1 displacement: blockers of Siah-1 interaction with plectin peptide – biochemical, fluorescence polarization, rhodamine-plectin, uHTS, primary screen (AID 1817); Siah-1 / rhodamine-plectin peptide fluorescence polarization; higher % means a stronger effect; displacement, % at 20 µM, or IC50 in µM where a hit was titrated; actives 0.02% (n = 290,000);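 active = displacement of at least 50% at 20 µM, with a fluorescence ratio check between 0.3 and a set limit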;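 note: plate controls were Siah plus tracer with DMSO for no effect and tracer alone without Siah for full effect; strong numbers were not always called active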
NTR1 agonist: agonists of NTR1, primary screen, imaging, U2OS cells, beta-arrestin-GFP, high content (AID 493036) | NTR1-U2OS beta-arrestin-GFP spot imaging, agonist mode | activation, % at 20 µM | actives 0.17% (n = 330,000);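 active = activation at or above 40% of the spot to cytoplasm intensity ratio, with at least 20 cells analyzed; inconclusive = wells under 20 cells, flagged as cytotoxic or low count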;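 note: 0% = DMSO without peptide and 100% = 100 nM NTR1 peptide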
Target sequence (P30989 whole entry, looked up): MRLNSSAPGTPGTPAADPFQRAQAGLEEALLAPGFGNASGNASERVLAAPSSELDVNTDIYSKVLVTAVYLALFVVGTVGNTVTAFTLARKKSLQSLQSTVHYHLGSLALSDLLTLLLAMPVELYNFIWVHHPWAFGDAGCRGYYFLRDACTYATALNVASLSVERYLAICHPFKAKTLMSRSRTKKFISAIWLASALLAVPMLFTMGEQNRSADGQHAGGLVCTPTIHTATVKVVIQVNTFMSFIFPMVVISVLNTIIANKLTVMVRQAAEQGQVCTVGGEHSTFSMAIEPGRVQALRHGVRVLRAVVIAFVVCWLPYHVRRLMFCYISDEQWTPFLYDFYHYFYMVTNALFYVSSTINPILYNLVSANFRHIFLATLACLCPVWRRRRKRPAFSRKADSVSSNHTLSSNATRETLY
Dengue-2 NS5 capping: Dengue-2 NS5 methyltransferase inhibitors, primary screen, biochemical, confirmation dose response (AID 588689) | Dengue-2 NS5 methyltransferase capping enzyme assay, biochemical; higher % means a stronger effect | inhibition, % at 25 µM; hits with a dose series show IC50 in µM | actives 0.3% (n = 340,000); in the data active = a potency from the dose series; inconclusive = inhibition above about 29% without an active follow-up result
Large T inhibition: SV40 large T antigen inhibitors, biochemical (AID 1903). actives 0.39% (n = 310,000). inhibition, % at 20 µM; hits with a dose series show IC50 in µM. SV40 large T antigen ATPase/helicase inhibition assay; higher % means a stronger effect; in the data active = a potency from the dose series; inconclusive = inhibition mostly from about 32% at the one dose, without a potency; inactive = the rest, 99 in 100 with inhibition below about 32%; note: strong numbers were not always called active
RSV antiviral HEp-2: inhibition of RSV-induced cytopathic effect – HEp-2 cells, primary 10 µM value included (AID 2391); CPE inhibition, % at 10 µM; hits with a dose series show IC50 in µM; actives 0.13% (n = 310,000); HEp-2 cells, RSV-induced CPE inhibition; higher % means a stronger effect; in the data active = a potency from the dose series; inconclusive = CPE inhibition mostly from about 23% at the one dose, without a potency; inactive = the rest, 99 in 100 with CPE inhibition below about 21%; note: strong numbers were not always called active
UTI89 phage lysis: inhibition of K1F phage lysis, E. coli UTI89, bacterial capsule biogenesis inhibitors, alamar blue (AID 488966). actives 0.02% (n = 340,000). E. coli UTI89 K1F phage lysis, alamar blue, 2 h; higher % means a stronger effect. inhibition, % at 100 µM; hits with a dose series show IC50 in µM;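 active = phage lysis inhibition, versus mean bacterial control, above a set limit; inconclusive = no clear call, values can overlap the other calls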;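 note: capsule biogenesis inhibitors block K1F phage lysis so surviving cells raise fluorescence; higher fluorescence means more inhibition of phage lysis; actives were called in the ten point dose series up to 300 µM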
West Nile virus CPE: inhibition of WNV-induced cytopathic effect – cell-based, CPE readout (AID 1621); West Nile virus-infected cells, CPE inhibition; higher % means a stronger effect; CPE inhibition, % at 10 µM, or IC50 in µM where a hit was titrated; actives 0.02% (n = 290,000); in the data active = a potency from the dose series; inconclusive = CPE inhibition mostly from about 3.7% at the one dose, without a potency; inactive = the rest, 99 in 100 with CPE inhibition below about 2.2%; note: strong numbers were not always called active
NTR1 agonist cell count 20 µM: second read-out of NTR1 agonist, no call of its own (marks repeat the call); cell count; measured here: cell count, cytotoxicity flag
Dengue-2 NS5 capping pilot replicate: recorded beside Dengue-2 NS5 capping, whose call it bears; inhibition, %; measured here: pilot screen replicate inhibition
An asterisk follows results filed as active; ? = inconclusive; / = not tested or not shown; [ ] = remark or other dose. Hits appear at their usual frequency; about 1.6% have a hit in one of these screens.

SMILES | Rac1 GTP hydrolysis | AID2073 | Siah-1 displacement | NTR1 agonist | NTR1 agonist cell count 20 µM | Dengue-2 NS5 capping | Large T inhibition | RSV antiviral HEp-2 | UTI89 phage lysis | West Nile virus CPE | others
O=C(Cn1nc(-c2nn(CC(=O)c3ccccc3)c3[n+]2CCCCC3)[n+]2c1CCCCC2)c1ccccc1 | / | -6.0% | 1.1% | 0.0 | 57 | / | 15.2% | 0.4% | / | 0.0%
Cc1ccc(NC(=O)c2sc(=S)n(-c3cc(C)ccc3F)c2N)cc1 | 5.2% | 4.7% | 1.6% | 2.5 | 68 | -8.9% | -0.7% | 0.0% | 0.3% | -0.3%
O=C(NCCCN1CCOCC1)C(=O)NCc1ccco1 | 4.7% | -3.5% | 0.2% | -0.6 | 86 | -2.7% | / | 0.4% | 1.6% | -0.7%
CC1Cc2ccccc2N1C(=O)CCNS(=O)(=O)c1cccc2nsnc12 (stereo not drawn) | -11.3% | -4.2% | 1.7% | 0.0 | 54 | -3.5% | 1.5% | 0.9% | -0.4% | -0.4%
Cc1cccc(-c2cnn(-c3ccccc3)c2N)c1 | 8.4% | 20.5% | -1.9% | -0.8 | 102 | 1.3% | 6.6% | 5.9% | 0.2% | -0.7%
O=C(Cc1c(F)cccc1Cl)NCCCn1ccnc1 | 2.3% | -7.9% | 1.2% | -1.2 | 53 | 1.4% | 5.3% | -1.2% | 4.1% | -0.7%
COC(=O)[C@H](Cc1c[nH]c2ccccc12)NC(=O)Cc1c[nH]c2ccccc12 | 4.7% | 17.7% | -1.9% | -1.0 | 70 | -5.2% | 5.3% | -0.2% | -0.1% | -0.3%
COc1ccc(CN2[C@@H](CC(=O)O)c3cc(F)ccc3S2(=O)=O)cc1 | 11.0% | / | / | 1.5 | 81 | 2.7% | 1.2% | 0.4% | 0.6% | 0.4%
C=CCn1cnc2scc(-c3ccc(C)cc3)c2c1=O | 7.2% | -3.8% | -0.4% | -0.8 | 53 | -6.4% | 5.3% | 5.0% | -1.6% | 0.8%
CCC(C)NC(=O)C(Cc1ccccc1)n1cccc1 (stereo not drawn) | 4.0% | 7.6% | 0.5% | 0.5 | 72 | -4.2% | 3.8% | 1.1% | -3.0% | 0.9%
Cc1ccc2nsnc2c1NC(=O)COc1ccccc1 | 8.2% | 18.4% | -3.1% | -1.6 | 63 | 2.2% | 11.6% | 0.3% | 0.2% | 0.2%
Cc1cc(OC(C)C(=O)NCc2ccccn2)c2c(C)cc(=O)oc2c1 (stereo not drawn) | 0.6% | 16.8% | -2.2% | 1.1 | 51 | -10.4% | 8.6% | -1.0% | -0.3% | 0.0%
CCCC(=O)Nc1ccc(NC(=S)NC(=O)c2ccccc2[N+](=O)[O-])cc1 | 2.2% | -4.1% | 3.2% | 1.4 | 60 | -0.7% | 2.0% | 0.3% | 4.5% | 0.1%
COc1ccc(NC(=O)c2ccc(Cc3ccc(C)cc3)o2)cc1 | 7.8% | 4.0% | -4.3% | -2.1 | 77 | -2.4% | 6.8% | 1.7% | 0.0% | 0.3%
Cc1ccc(C2=NC3(CCCCC3)N=C2SCC(=O)Nc2ccc3c(c2)OCCO3)cc1 | -4.9% | -3.8% | -5.1% | 19.9 | 54 | -1.4% | 9.0% | 5.0% | 6.4% | /
CC(Sc1nnc(-c2ccccc2F)n1N)C(=O)NCC1CCCO1 (stereo not drawn) | 6.0% | / | / | 0.8 | 54 | -10.2% | 13.4% | 1.7% | 0.5%[50 µM] | /
Cc1cccnc1NC(=S)NC(=O)c1oc2ccccc2c1C | 10.8% | -9.8% | 4.4% | 2.6 | 52 | -2.4% | 7.5% | 1.6% | 0.3% | -0.5%
COc1ccc(CN2CCNC(=O)C2CC(=O)NCC2CCOCC2)cc1C (stereo not drawn) | 6.2% | -2.8% | 3.1% | 0.1 | 45 | 7.0% | / | / | -0.1% | 0.9%
COc1cccc(NC(=O)C2CCCN2C(=O)Nc2ccccc2F)c1 (stereo not drawn) | 6.0% | 10.3% | -2.3% | 0.8 | 58 | -4.9% | 3.1% | -0.3% | 0.1% | 0.1%
CC(Oc1ccc(Cl)cc1Cl)C(=O)NNC(=O)c1cccnc1 (stereo not drawn) | 9.4% | -0.9% | -0.9% | 0.3 | 69 | -2.6% | 6.8% | 1.3% | 0.3% | -0.3%
O=[N+]([O-])c1ccccc1S(=O)(=O)NC1CC2CCC1C2 (stereo not drawn) | 13.3% | 0.7% | 1.6% | 1.6 | 54 | -5.2% | 7.4% | 2.5% | 0.1% | -0.9% | Dengue-2 NS5 capping pilot replicate=2.1
CC1CC1c1ccc(/C=C(\C#N)C(=O)Nc2ccc(Cl)cc2)o1 (stereo not drawn) | -0.7% | 1.1% | -3.6% | 5.1 | 36 | -3.7% | 3.6% | 7.4% | 7.0% | /
Cc1ccc(-n2c(SCC(=O)N3CCCc4ccccc43)nnc2-c2cccnc2)c(C)c1 | 1.6% | 9.6% | -0.9% | 0.4 | 81 | / | 8.2% | ? | 6.5% | -1.1%
O=C(Nc1ccc(Cl)c(Cl)c1)OCc1cccnc1 | 4.9% | -7.0% | 2.6% | 4.1 | 93 | 5.7% | 4.6% | 7.9% | 1.8% | -1.4%
CC(=O)C1C(c2cn(-c3ccccc3)nc2-c2cccs2)NC(=O)NC1(O)C(F)(F)F (stereo not drawn) | 3.1% | 0.4% | -1.2% | 3.5 | 55 | -5.8% | 5.9% | 0.1% | 1.3%[50 µM] | /
COc1cc(NC(=O)c2ccccc2)c(OC)cc1NC(=O)Cc1ccc(F)cc1 | 9.6% | -3.3% | 0.6% | 2.6 | 69 | 6.6% | 12.9% | 2.3% | 0.5% | -0.9%
C#CCNCCS(=O)(=O)N(Cc1ccc(Br)cc1)[C@@H](CC(C)C)C(=O)O | 9.1% | / | / | -0.8 | 67 | -5.3% | / | / | 0.2% | / | Dengue-2 NS5 capping pilot replicate=2.4
CCOCCCNC(=O)c1cc2c(=O)n3cccc(C)c3nc2n1C | 1.1% | 28.4% | 0.9% | -0.3 | 48 | -2.8% | / | 5.4% | 0.3% | 0.3%
Cc1ccc(C(=O)NCC(=O)N2CCN(c3ncccn3)CC2)s1 | 0.9% | 10.0% | -2.8% | 2.1 | 82 | -3.0% | -1.4% | -1.2% | 0.4% | -0.7%
CCOC(=O)N1CCN(C(=O)CN(c2ccccc2)S(C)(=O)=O)CC1 | -7.1% | -9.4% | 2.4% | 2.1 | 50 | 0.7% | -4.7% | 2.1% | 1.2% | -0.2%
Cc1c(C(=O)N2CCC[C@H]2CO)oc2c(F)cccc12 | -1.1% | 6.2% | 11.0% | -0.1 | 53 | -10.1% | 5.8% | 0.0% | 0.5% | -0.1%
O=C(CSc1nnc(C2CC2)n1C1CC1)c1ccc(Br)s1 | 1.8% | / | / | 1.1 | 60 | 0.7% | / | / | 0.9%[50 µM] | /
N/C(=N\S(=O)(=O)c1cc(C(F)(F)F)cc(C(F)(F)F)c1)c1ccccc1 | 11.4% | -7.9% | -0.6% | 2.6 | 54 | 3.9% | 7.4% | 6.9% | 0.2% | -1.1%
O=C(N/N=C/c1cn(-c2ccccc2)nc1-c1cccs1)c1ccccc1F | 5.3% | 3.9% | 12.0% | 2.8 | 58 | -1.3% | 3.5% | 39.0% | 0.3% | 0.3%
CC1Cc2ccccc2N1C(=O)CN1CCCCC1 (stereo not drawn) | 2.9% | -5.4% | -1.5% | -1.8 | 85 | -4.0% | 7.8% | -0.5% | 0.4% | -0.6%
CCOc1ccc(C(C)=O)cc1COc1ccc(-c2nnco2)cc1 | 4.8% | 8.9% | -0.7% | 1.2 | 68 | -6.5% | 9.9% | 7.5% | -0.2% | 0.2%
CCCCn1c(N)c(N(CC(C)C)C(=O)CN2C(=O)c3ccccc3C2=O)c(=O)[nH]c1=O | 6.1% | / | / | 0.2 | 50 | -2.9% | 6.7% | -1.0% | 0.8%[50 µM] | /
CS(=O)(=O)c1ccc(C(=O)OC2CCOC2=O)cc1[N+](=O)[O-] (stereo not drawn) | 11.7% | 7.7% | -0.5% | 1.1 | 54 | -8.3% | 5.5% | -0.1% | -0.2% | -0.1%
FC(F)(F)c1ccc(CN2CCN(Cc3ccco3)CC2)cc1 | 15.3% | -4.1% | 0.8% | -0.2 | 55 | -1.3% | 7.3% | 0.0% | -0.2% | -0.5% | Dengue-2 NS5 capping pilot replicate=-1.5
CCOC(=O)C1CCN(S(=O)(=O)c2ccc(C(C)=O)cc2)CC1 | 10.7% | 8.9% | 2.5% | -0.8 | 53 | 1.4% | -20.6% | 3.1% | -0.1% | -0.3%
O=C(Nc1ccccc1C(=O)N1CCCC1)c1cccc(S(=O)(=O)N2CCCCC2)c1 | 7.5% | -0.3% | 5.5% | 1.2 | 42 | 7.5% | -2.1% | 1.7% | -0.6% | -0.4%
COc1cccc(/C=N/NC(=O)CNC(=O)c2ccco2)c1O | 13.1% | 15.5% | 0.5% | 3.7 | 71 | -0.6% | 23.9% | 0.8% | 0.1% | -0.1%
COc1ccc2c(c1OC)C(=O)N1N=C(c3ccc(O)cc3)CC21 (stereo not drawn) | 16.7% | 3.1% | 5.0% | -1.2 | 39 | -5.9% | 30.7% | 1.1% | -0.3% | 0.1%
O=C(CSc1ccc(-c2ccc(F)cc2)nn1)N1CCCc2ccccc21 | 3.9% | -2.0% | -1.6% | 4.0 | 57 | 1.3% | 7.6% | 11.7% | 0.9%[50 µM] | 0.1%
Cc1nc(-c2ccccc2)sc1-c1nc(-c2ccncc2)ncc1S(=O)(=O)c1ccccc1 | 2.3% | 2.2% | 4.4% | 4.6 | 55 | 0.8% | 4.8% | 18.2% | 2.9% | /
COc1nnc(-c2ccc(C)c(S(=O)(=O)NC(C)(C)CO)c2)c2ccccc12 | 3.4% | 2.8% | 1.1% | 0.7 | 45 | -3.4% | 11.4% | 12.5% | 0.2% | 0.2%
Cc1cc(C)nc(N2CCCC(C(=O)NC3CC3)C2)n1 (stereo not drawn) | 9.8% | 35.5% | -3.5% | -0.3 | 47 | -2.5% | 1.4% | 0.8% | 0.2% | 0.1%
COc1ccc(CC(=O)N2N=C(C)CC2(O)C(F)(F)F)cc1OC (stereo not drawn) | 2.3% | -3.2% | 5.2% | -0.4 | 65 | 0.7% | 20.1% | 1.1% | 3.4% | 0.0%
CCCn1nnc(NC(=O)COc2ccc(CC)cc2)n1 | -0.8% | -5.1% | -6.0% | -0.5 | 41 | -4.8% | 4.3% | -1.3% | 4.0% | -0.2%
